Source: PubChem (National Center for Advancing Translational Sciences (NCATS))
aSyn tox rescue: qHTS of alpha-syn Inhibitors: NCGC Sytravon Library Screen | S. cerevisiae alpha-synuclein toxicity rescue, BacTiter-Glo growth, 24 h | Potency, µM (titrated, usually from 46.1 µM), without a hit: top-dose growth rescue (activation), actives largely listed as activators | 0.02% of 94,000 active; active = well fitted activation curve with a large enough effect; inconclusive = small, poorly fitted or top-dose-only effect; also: 0% is about no effect
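Growth restoration measured by BacTiter-Glo luminescence after 24 hr at 30 deg C; alpha-synuclein yeast, raffinose-pregrown to mid-log, were added at OD600=0.02 in galactose medium onto pinned compounds.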
An asterisk follows results filed as active; ? = inconclusive; & = joins results of further samples; [ ] = dose if it differs, or a comment. Potency is read from the fitted curve at half-maximal effect. Some of the compounds tested; the hit share may differ from the screen's.

SMILES	aSyn tox rescue
COc1ccc(Cl)cc1C(=O)Nc1nnc2n1CCS2	-8%
CCOc1ccc(CNS(=O)(=O)c2ccc(-c3cc(C(F)(F)F)on3)s2)cc1	0%
CCOc1ccc(OCC(=O)Nc2c(C(=O)Nc3ccc(C)cc3)oc3ccccc23)cc1	-2%
CCOc1ccc(CCNC(=O)CCCc2nnc3n(C)c(=O)c4sccc4n23)cc1OCC	-4%
CC1=CC(C)(C)[N+](C)=CN1c1ccccc1	-5%
Oc1ccc(-c2nc3ccc(Cl)cn3c2Nc2ccc(Cl)cc2)cc1	-1%
CCOc1ccc(Cl)cc1/C=N/NC(=O)c1ccccc1	-2%
COc1cc(C2c3c(oc4ccccc4c3=O)C(=O)N2c2nccs2)ccc1O (stereo unspecified)	0%
COCCn1c(SCC(=O)NC2CCCC2)nc2ccccc2c1=O	-9%
CNC(=O)c1cc(C(=O)c2ccc(Cl)cc2)c[nH]1	0%
Cc1ccccc1NC(=O)c1ccc(F)c(S(=O)(=O)N(C)Cc2ccccc2)c1	?
Cc1cc(=O)n2c(n1)NC(Nc1cccc(C)c1C)=NC2c1ccc(F)cc1 (stereo unspecified)	2%

Reprinted at random: two compounds from above.
SMILES	aSyn tox rescue
Oc1ccc(-c2nc3ccc(Cl)cn3c2Nc2ccc(Cl)cc2)cc1	-1%
COCCn1c(SCC(=O)NC2CCCC2)nc2ccccc2c1=O	-9%

In the list so far, two have a thiophene ring, fused or not:
SMILES	aSyn tox rescue
CCOc1ccc(CNS(=O)(=O)c2ccc(-c3cc(C(F)(F)F)on3)s2)cc1	0%
CCOc1ccc(CCNC(=O)CCCc2nnc3n(C)c(=O)c4sccc4n23)cc1OCC	-4%

Following part:
SMILES	aSyn tox rescue
O=C(O)c1ccccc1-c1ccccc1C(=O)NNc1ccc([N+](=O)[O-])cc1	0%
COc1cc(CNC(=O)c2cc3ccccc3oc2=O)cc(OC)c1OC	-9%
Cc1ccc(-n2c(C)cc(C(=O)C(=O)Nc3ccccc3)c2C)c(C)c1	-14%
COc1ccc(-c2nsc(NC(=O)c3oc4ccccc4c3C)n2)cc1	-21%
CC1(C)Cc2nc3[nH]c(=S)[nH]c(=O)c3cc2CO1	2%
Cc1nnnn1/C(=C\c1ccccc1)C(=O)OCC(=O)N(C)C1CCS(=O)(=O)C1 (stereo unspecified)	-4%
O=C(/C=C/c1ccco1)N(Cc1ccc(F)cc1)C1CCS(=O)(=O)C1 (stereo unspecified)	-8%
CCOc1ccc(-c2cc(C(=O)NC(C)c3ccccc3)c3ccccc3n2)cc1 (stereo unspecified)	7%
O=C(Nc1sc2c(c1C(=O)NCC1CCCO1)CCCC2)c1cc(=O)c2ccccc2o1 (stereo unspecified)	4%
Cc1ccc(OCC(=O)Nc2ccc(OCc3cc(=O)n4ccsc4n3)cc2)cc1	-9%
CC(C)Oc1ccc(CNC(=O)c2ccc3c(c2)N(C)CCS3)cc1	-2%
C=Cc1ccc(Cn2c(=O)cc(C)c3c(C)nn(-c4ccccc4)c32)cc1	1%

Continued; it opens with the 5 that closed the last part.
SMILES	aSyn tox rescue
CCOc1ccc(-c2cc(C(=O)NC(C)c3ccccc3)c3ccccc3n2)cc1 (stereo unspecified)	7%
O=C(Nc1sc2c(c1C(=O)NCC1CCCO1)CCCC2)c1cc(=O)c2ccccc2o1 (stereo unspecified)	4%
Cc1ccc(OCC(=O)Nc2ccc(OCc3cc(=O)n4ccsc4n3)cc2)cc1	-9%
CC(C)Oc1ccc(CNC(=O)c2ccc3c(c2)N(C)CCS3)cc1	-2%
C=Cc1ccc(Cn2c(=O)cc(C)c3c(C)nn(-c4ccccc4)c32)cc1	1%
O=C(NCCc1ccccc1)c1ccc(CSc2nc3ccncc3n2Cc2cccc(F)c2)cc1	-11%
CCN(C(=O)CSc1nc(-c2ccc(C(C)C)cc2)no1)c1cccc(C)c1	0%
CC1(c2ccccc2Cl)NC(=O)N(CC(=O)N2CCN(S(=O)(=O)c3ccccc3)CC2)C1=O (stereo unspecified)	4%
Cc1[nH]c2ccc(C(=O)OC(C)C(=O)NC3(C#N)CCCCC3)cc2c1C (stereo unspecified)	1%
COc1cc(OC)c(NC(=O)Cn2c(=O)cc(C(F)(F)F)c3c(C)nn(C)c32)cc1Cl	1%
COc1ccc(NC(=O)CSc2ccccn2)c([N+](=O)[O-])c1	13%
COc1ccccc1/C=C(\C#N)c1nc(-c2cc3ccccc3oc2=O)cs1	-4%
CCCn1c(C)cc(/C=C(\C#N)C(=O)OCC(=O)Nc2cccc(OC)c2)c1C	-37%[inhibitor]
COc1c(Cl)cc(Cl)cc1C(=O)Nc1cccc(-c2nc3ccccc3o2)c1C	-3%
O=C(NNC(=O)c1n[nH]c(=O)c2ccccc12)c1ccc(Br)cc1	-2%
COc1ccccc1C1SCCN1S(=O)(=O)c1ccccc1 (stereo unspecified)	6%
O=C(Nc1nonc1-c1ccc(Br)cc1)c1ccco1	-20%
Cc1ccc(OCc2nnc(-c3ccccc3)o2)cc1	4%
COc1ccc(-n2cc(-c3ccc(Cl)cc3)[nH]c2=S)cc1	-8%
N#Cc1ccc(C(=O)Nc2nnc(-c3ccco3)o2)cc1	12%
O=S(=O)(Cc1noc(-c2ccc(Cl)cc2)n1)Cc1ccco1	4%
CCc1ccc(NC(=O)c2cnn(-c3c(C)cccc3C)c2C2CCNCC2)cc1	-1%
O=C(CN1C(=O)CC(c2ccccc2)Sc2ccccc21)Nc1cccc(Cl)c1 (stereo unspecified)	7%
CCN(CC)C(=O)C1=C(C)N(Cc2ccccc2)C(=O)C(CC(=O)NCc2cccs2)C1 (stereo unspecified)	7%
Cc1cc(/C=C(\C#N)C(=O)N2CCCCC2)cc(C)c1O	-9%
CCOC(=O)C1CCN(S(=O)(=O)c2ccc3c(c2)NC(=O)C(C)C(=O)N3)CC1 (stereo unspecified)	-6%&-12%
O=C1COc2ccc(-c3n[nH]c(=O)c4ccccc34)cc2N1	-1%
Cc1ccc(N(Cc2cc(=O)[nH]c3ccccc23)C(=O)CCl)cc1	2%
C/C(=N\NC(=O)c1cccc(S(=O)(=O)N2CCCC2)c1)c1ccco1	-10%

Exported as comma-separated lines: part of the list above
mol,aSyn tox rescue
N#Cc1ccc(C(=O)Nc2nnc(-c3ccco3)o2)cc1,12%
O=S(=O)(Cc1noc(-c2ccc(Cl)cc2)n1)Cc1ccco1,4%
CCc1ccc(NC(=O)c2cnn(-c3c(C)cccc3C)c2C2CCNCC2)cc1,-1%
O=C(CN1C(=O)CC(c2ccccc2)Sc2ccccc21)Nc1cccc(Cl)c1 (stereo unspecified),7%

(further entries)
SMILES	aSyn tox rescue
Cc1c(Cl)cccc1NC(=O)c1ncn(-c2ccccc2)n1	1%
COc1ccc(OC)c(NC(=O)C2CCCN(S(=O)(=O)c3ccc4[nH]c(=O)ccc4c3)C2)c1 (stereo unspecified)	3%
CCCC(=O)Nc1ccc(N2CCN(C(=O)c3cc4ccccc4o3)CC2)cc1	-6%
Cc1cc(NC(=O)Nc2nnc(N3CCCCCC3)s2)ccc1Br	-4%
COc1cccc(N2CCN(C(=O)C3CCN(S(=O)(=O)c4cccc5nonc45)CC3)CC2)c1	10%
CCOc1ccc(CCNC(=O)c2cc3c(=O)[nH]c4ccc(C)cc4c3s2)cc1OCC	-8%
Cc1cccc(N2CCN(C(=O)C3CCCN(S(=O)(=O)c4ccc5c(c4)oc(=O)n5C)C3)CC2)c1C (stereo unspecified)	12%
COc1cc2c(cc1OC)/C(=C/C(=O)c1ccc(C)cc1)NCC2	-4%
CCOc1ccc(CNC(=O)CCC(=O)N2CCSc3ccccc32)cc1	-3%&2%
Cc1c(C(=O)Nc2ccc(F)c(F)c2)oc2ccc(S(=O)(=O)N3CCC4(CC3)OCCO4)cc12	10%
COc1ccc(CCNC(=O)CNC(=O)Cn2ccc3ccccc3c2=O)cc1OC	6%
Cc1cccc(/C=C(\C(=O)C(=O)O)c2ccc3ccccc3n2)c1	-15%
Cc1ccc(-n2nc(C(=O)N3CCCCC3)c(=O)n(C)c2=O)cc1	1%
Cc1c(C)c2ccc(OCC(=O)N3CCC[C@@H]3C(=O)O)c(C)c2oc1=O	8%
O=C(c1ccc2nc[nH]c2c1)N1CCc2ccccc2C1	-6%
CCN1C(=O)c2ccccc2S(=O)c2ccc(C(=O)N3CCN(C(=O)c4ccco4)CC3)cc21 (stereo unspecified)	3%
Cc1ccc(C(=O)N/C(=C/c2cccs2)C(=O)NCc2ccco2)cc1	-5%
Cc1cccc2cc(CN(Cc3ccco3)C(=O)c3ccco3)c(=O)[nH]c12	11%
COc1ccc(NC(=O)Nc2ccc3c(c2)C(=O)N([C@H](C)CO)C[C@H](C)[C@H](CN(C)Cc2ccc(C(=O)O)cc2)OCCCC[C@@H](C)O3)cc1	8%
Cc1cc(C(=O)O)c2c(=O)n(C)c(=O)n(C)c2n1	3%
Cc1cc(CNC[C@H]2O[C@@H](n3cnc4c(N)ncnc43)[C@H](O)[C@@H]2O)no1	-6%
COc1ccc(-c2cc(C(=O)Nc3cc(C)ccc3O)no2)cc1OC	0%
CCOc1ccc2nc(NC(=O)c3nc(SC)ncc3Cl)sc2c1	-4%
COc1ccccc1NC(=O)c1ccc2nsnc2c1	-10%
Cc1cccc(C(=O)N2CCN(S(=O)(=O)N3CCCCCC3)CC2)c1	1%
O=C(CSc1ccc(F)cc1)Nc1nnc(-c2ccco2)o1	-6%
Cc1ccc(NC(=O)Cn2c(-c3ccc4c(c3)OCO4)cn(-c3ccccc3)c2=O)cc1	-11%
COc1cc(/C=N/NC(=O)C(=O)NCc2ccco2)cc(Cl)c1O	-1%
COc1ccc(NC(=O)c2c(NCc3cccs3)sc3c2CCC(C)C3)c(OC)c1 (stereo unspecified)	?
CCCSc1nsc(NC(=O)CCC)n1	-7%
Nc1c(C(=O)Nc2ccccc2Cl)nnn1Cc1cccc(Cl)c1	5%
CSc1oc(-c2ccco2)nc1S(=O)(=O)c1ccc(Br)cc1	-4%
Cc1cccc2c1-c1sc(C(=O)Nc3ccc(F)cc3F)cc1CO2	-16%
Cc1nn(-c2ccc(F)cc2)c(-n2cccc2)c1C(=O)N1CCN(c2ccccc2)CC1	4%
Cn1c(=O)c(=O)n(C)c2cc(S(=O)(=O)CCC(=O)NCc3ccccc3)ccc21	-6%
CCCN1CCN(c2nnc(-n3cccc3C(=O)Nc3ccccc3C(F)(F)F)s2)CC1	-2%
CCc1ccccc1NC(=O)CSc1nccn1C	-4%
O=C(NCC(c1cccs1)S(=O)(=O)c1cccs1)c1ccc(F)c(F)c1 (stereo unspecified)	1%
CC(C)CC1NC(=O)N(CC(=O)Nc2ccc(OCc3ccccc3)cc2)C1=O (stereo unspecified)	-4%
CCOc1ccc(C(=O)Nc2ccc(-c3cc4ccccc4oc3=O)cc2)cc1Br	-2%
CCC(=O)N1CCc2cc(Br)cc(S(=O)(=O)N3CCCC(C(=O)Nc4ccc(OC)cc4OC)C3)c21 (stereo unspecified)	-7%
O=C(OCc1cn([C@@H]2C[C@H](c3ccccc3)N(C(=O)c3cccs3)C[C@H]2O)nn1)c1ccccc1	-3%
CCOc1ccccc1NC(=O)C(OC(=O)c1ccc(NC(=O)CC#N)cc1)c1ccccc1 (stereo unspecified)	-34%[inhibitor]
Cc1ccc(-n2ncc3c(N4CCC(C)CC4)ncnc32)cc1C	0%
CCOc1ccccc1NC(=O)CSc1nc(=O)[nH]c2c1CCCC2	1%
N#C/C(=C\c1cc([N+](=O)[O-])ccc1Cl)C(N)=O	-1%
COc1cc(C(=O)Nc2cc(Cl)ccc2-n2cncn2)ccc1OC(F)F	8%
COc1ccc(CCCc2nnc(SCC(=O)Nc3cc(F)ccc3C)o2)cc1	15%
Cc1cccc(NS(=O)(=O)c2ccc3c(c2)n(C)c(=O)n3C)c1C	-2%
CSc1ccccc1NC(=O)CCS(=O)(=O)c1nc(-c2cccs2)cc(C(F)(F)F)n1	-3%
COc1ccc(NC(=O)c2cccc(S(=O)(=O)N3CCc4ccccc43)c2)cn1	-1%
Cc1oc(-c2cccc(Cl)c2)nc1CN1CCCC(C(=O)NCc2ccc(F)cc2)C1 (stereo unspecified)	-6%
CCCC(=O)N1CCC(O)(c2cccc(F)c2)CC1	5%
CCOC(=O)c1cc2c(=O)n3ccccc3nc2n(CCCOC)c1=NC(=O)c1c(-c2ccccc2Cl)noc1C	0%
CCSc1ccc(C(=O)NCC(=O)O)cc1	7%
O=C(O)c1c[nH]n2c(=S)ncnc12	12%
Cc1cc(N(C)Cc2ccccc2)n2nc(-c3ccc(C(C)(C)C)cc3)nc2n1	8%
CCOc1ccc(NC(=O)c2c(NCc3cc(OC)c(OC)cc3OC)sc3c2CCCC3)cc1	-6%
CCOc1ccc(-c2ccc(CO)o2)cc1N	-4%
COc1ccc(N(C(=O)/C=C/c2ccccc2)C2=CC3CCC(C2)N3C)cc1 (stereo unspecified)	11%

Other compounds:
SMILES	aSyn tox rescue
CNC(=O)COc1ccc(Nc2nnc(-c3ccc(C)c(S(=O)(=O)NC(C)(C)C)c3)c3ccccc23)cc1	4%
CSc1cccc(NC(=S)N(CCCN2CCCC2)Cc2cccn2Cc2ccc(Cl)cc2)c1	-12%
CCOc1ccccc1C1C(C(=O)Nc2ccccc2)=C(C)Nc2nc(SCC(=O)c3ccc(C)cc3)nn21 (stereo unspecified)	-7%
CCCOc1ccc2cc(C(=O)NCc3ccccc3)c(=O)oc2c1	-6%
OCC1(Cc2ccccc2)CCN(Cc2ccccn2)CC1	-3%
O=C(c1ccc2c(c1)N(Cc1ccc(F)cc1)C(=O)c1ccccc1S2(=O)=O)N1CCCC1	-4%
